ADAM10 inh: inhibitors of human ADAM10; 370,000 tested, 0.62% active; inhibition, % at 7 µM; recombinant ADAM10, EDANS/DABCYL FRET peptide cleavage, 3 h; O14672;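 active means inhibition above a per-campaign cutoff equal to the mean of compounds falling between control-based bounds plus 3 SD, cut at about 20% in these data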;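 further: 0% = DMSO wells while the 100% control is not disclosed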
DDE Tn6 FP inh: disrupts Tn6 cyclic peptide binding to fibrin D-Dimer-E complex; Fibrin DD(E) TRITC-Tn6 fluorescence polarization displacement; inhibition, % at 8.3 µM; AID 720509; 370,000 tested, 0.21% active;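 active means inhibition above a per-campaign cutoff: mean of compounds within control limits plus 3 SD, cut at about 15% in these data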;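 further: 0% = median of all compound wells on the plate and 100% = blocking peptide control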
Target sequence (P02675 whole entry, looked up): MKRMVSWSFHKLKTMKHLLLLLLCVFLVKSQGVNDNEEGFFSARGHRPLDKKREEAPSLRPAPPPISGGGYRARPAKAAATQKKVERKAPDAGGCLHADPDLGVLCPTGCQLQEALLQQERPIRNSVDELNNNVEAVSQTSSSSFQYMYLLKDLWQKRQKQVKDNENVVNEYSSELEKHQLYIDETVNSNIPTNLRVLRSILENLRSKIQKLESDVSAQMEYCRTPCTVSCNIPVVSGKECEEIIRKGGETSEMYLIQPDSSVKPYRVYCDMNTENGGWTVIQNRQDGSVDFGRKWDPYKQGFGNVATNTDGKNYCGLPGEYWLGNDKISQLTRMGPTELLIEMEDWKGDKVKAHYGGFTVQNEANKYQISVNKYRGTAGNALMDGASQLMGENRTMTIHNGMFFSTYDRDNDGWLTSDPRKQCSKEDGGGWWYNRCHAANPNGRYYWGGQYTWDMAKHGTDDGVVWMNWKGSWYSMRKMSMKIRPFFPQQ
ASAP1 inh: inhibitors of human ASAP1 ArfGAP activity; 360,000 tested, 0.19% active; Q9ULH1; inhibition, % at 16.5 µM; AID 624377; ASAP1-stimulated ARF1 GTP hydrolysis, GDP FP detection; in the data active means inhibition above about 25%;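 further: 0% = vehicle with enzyme and substrate and 100% = no enzyme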
PLC-gamma1 inh: blocks human PLC-gamma1 enzyme activity | 370,000 tested, 0.84% active | inhibition, % at 12.2 µM | purified PLC-gamma1, fluorogenic substrate, fluorescence | P19174; in the data active means inhibition above about 9.5%
KLK7 zymogen act: proKLK7 (human) activation, primary screen | 370,000 tested, 0.9% active | P49862 | purified proKLK7, EDANS-DABCYL substrate fluorescence; 100% is mature enzyme control, 0% vehicle | AID 652039 | activation, % at 7 µM;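 active means activation above the mean of all tested compounds plus 3 SD, computed per campaign excluding outliers beyond control limits, cut at about 13% in these data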
ADAM17 inh: inhibitors of human ADAM17 | P78536 | recombinant ADAM17, EDANS/DABCYL FRET peptide cleavage | inhibition, % at 6.95 µM | 370,000 tested, 0.83% active;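 active means inhibition above the mean of compounds lying between control limits plus 3 SD, set per campaign, cut at about 8.5% in these data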;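 further: 0% = DMSO-only wells as the low control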
Target sequence (P78536 215-824 limits assumed): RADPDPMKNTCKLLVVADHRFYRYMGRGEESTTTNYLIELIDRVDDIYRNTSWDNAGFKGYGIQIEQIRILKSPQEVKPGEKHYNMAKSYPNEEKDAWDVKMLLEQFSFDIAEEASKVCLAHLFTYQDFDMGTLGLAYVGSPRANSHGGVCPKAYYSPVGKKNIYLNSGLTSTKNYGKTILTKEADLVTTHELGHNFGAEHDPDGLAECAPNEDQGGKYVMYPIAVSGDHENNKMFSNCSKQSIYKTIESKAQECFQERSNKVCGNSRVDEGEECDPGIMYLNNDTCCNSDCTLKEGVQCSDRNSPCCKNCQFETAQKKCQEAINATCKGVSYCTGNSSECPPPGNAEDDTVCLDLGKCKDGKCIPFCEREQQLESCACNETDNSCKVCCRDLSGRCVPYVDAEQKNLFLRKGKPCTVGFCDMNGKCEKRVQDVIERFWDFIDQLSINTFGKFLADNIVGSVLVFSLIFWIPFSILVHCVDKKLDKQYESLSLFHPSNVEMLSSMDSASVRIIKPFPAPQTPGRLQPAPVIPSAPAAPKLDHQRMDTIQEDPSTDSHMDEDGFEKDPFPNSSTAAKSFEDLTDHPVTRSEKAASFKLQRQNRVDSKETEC
LEDGF integ inh: blocks HIV-1 LEDGF/p75-dependent DNA integration; TR-FRET IN-LEDGF/p75 DNA integration, Eu/Cy5; inhibition, % at 3.7 µM; 370,000 tested, 0.64% active;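 active means inhibition above the screen-wide mean plus 3 SD, cut at about 13% in these data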;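 further: signal is the Cy5 over europium emission ratio at 671 and 618 nm; 0% = plate median of compound wells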
DDE Tn7 FP inh: inhibitors of Tn7 peptide binding to human fibrin DD(E); P02675; 370,000 tested, 0.13% active; inhibition, % at 8.3 µM; FP displacement of FITC-Tn7 peptide from fibrin DD(E); 0% = median of compound wells per plate;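 active means inhibition above the mean of compounds falling within the control limits plus 3 SD of them, cut at about 14% in these data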;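 further: 0% = plate median of compound wells and 100% = 10 µM Aha-Tn7 peptide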
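Test system – human fibrin DD(E) · Times – 10 min preincubation, 3 h with tracer, room temperature · Detection – fluorescence polarization of the labelled Tn7 tracer · Measure – percent inhibition normalized to high-control wells · Benchmarks – high control wells with 10 µM unlabelled Aha-Tn7 peptide (full inhibition) · Repeats – singlicate testing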
TDP2 absorb: blocks human TDP2 phosphodiesterase activity; O95551; inhibition, % at 12.8 µM; recombinant TDP2, T5PNP hydrolysis, p-nitrophenol absorbance 415 nm; 370,000 tested, 0.34% active; AID 720702;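 active means inhibition above the mean of all tested compounds plus 3 SD, set per campaign, cut at about 25% in these data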;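 further: 0% = DMSO with enzyme and 100% = buffer with substrate but no TDP2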
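System – recombinant human TDP2 · Quantity – TDP2 enzyme at 120 nM final · Doses – single concentration, 12.8 µM nominal, with 1% DMSO · Incubation – 2 h at 37 °C · Measured by – epi absorbance of p-nitrophenol freed from T5PNP by hydrolysis · Read-out – % inhibition relative to enzyme-containing and enzyme-free wells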
ARFGAP1 inhibitor: rat ARFGAP1 inhibition. AID 651572. 360,000 tested, 0.26% active. Arfgap1-stimulated ARF1 GTP hydrolysis, GDP FP detection. inhibition, % at 16.5 µM;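 active means inhibition above a per-plate limit, mean inhibition of low control wells plus 3 SD, cut at about 25% in these data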;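 further: 0% = DMSO wells with enzyme and 100% = wells lacking Arfgap1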
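Assay system: Rat Arfgap1 GAP domain (His6, aa 1-136), purified enzyme | Buffer or medium: HEPES 25 mM pH 7.5, NaCl 150 mM, MgCl2, DTT | Schedule: GTP hydrolysis reaction 2 h at 25 °C | Signal: FP of antibody-bound GDP Alexa 633 tracer, ex 620/em 688 nm | Measure: Percent inhibition of Arfgap1-stimulated GTP hydrolysis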
Starred values were filed as active, the others as inactive. Outcome played no part in choosing rows; 4.2% or so of the library scored in one or more.

Below each compound – ADAM10 inh | DDE Tn6 FP inh | ASAP1 inh | PLC-gamma1 inh | KLK7 zymogen act | ADAM17 inh | LEDGF integ inh | DDE Tn7 FP inh | TDP2 absorb | ARFGAP1 inhibitor
- COc1cccc(-n2c(SCC(=O)Nc3nccs3)nnc2-c2ccoc2C)c1
 : 13.4 | 4.0 | 0.7 | 4.1 | 0.4 | 2.3 | -0.8 | -0.4 | -2.4 | 2.7
- NC(=S)Cc1ccccc1Cl
 : 12.0 | 2.8 | -1.8 | 4.0 | 0.3 | 1.0 | 1.3 | -4.5 | -17.4 | 12.7
- OC(Cn1cncn1)(c1ccccc1)c1ccccc1
 : 5.8 | -0.9 | 12.2 | 0.3 | -0.3 | 1.1 | -0.3 | 12.6 | -4.5 | 12.5
- Cc1ccc(Nc2nc(N)c([N+](=O)[O-])c(NCc3ccccc3)n2)cc1
 : 6.0 | 1.9 | 5.4 | 2.2 | -0.3 | 2.2 | -2.0 | 2.3 | -20.9 | 5.0
- CC1(c2nnc(-c3cccc(Cl)c3)o2)CC(c2cccc(F)c2)=NO1 (configuration not stated)
 : 15.0 | -4.7 | 6.3 | -2.5 | -0.4 | 4.6 | -1.0 | 2.3 | -8.5 | 2.9
- Cn1c(Cc2ccccc2)nnc1SCC(=O)NC1CCCC1
 : 6.0 | 2.0 | -11.1 | -1.1 | -0.2 | -1.0 | -2.9 | 2.6 | -5.3 | 13.4
- CC12CCC(C(=O)n3c1nc1ccccc13)C2(C)C (configuration not stated)
 : 7.2 | 8.4 | 6.8 | -1.1 | 0.2 | -4.8 | -1.3 | 9.2 | 2.3 | -0.3
- O=C(NCCCc1nc2ccccc2[nH]1)c1ccc(F)cc1
 : 2.9 | -4.0 | -7.8 | 2.5 | -0.2 | -3.7 | 1.7 | -7.2 | 7.4 | -3.1
- COCCn1c(N2CCN(c3ccc(OC)cc3)CC2)nc2c1c(=O)[nH]c(=O)n2C
 : -12.0 | -8.6 | 0.7 | 2.7 | 0.1 | -4.9 | 3.3 | 1.3 | -2.2 | 2.3
- Cn1c(Cn2c(=O)sc3ccccc32)nnc1SCC(=O)N1CCCCCC1
 : -3.4 | 10.0 | -0.9 | 1.6 | -0.3 | -2.6 | -0.5 | 4.0 | 7.0 | -14.4
- Cc1ccc(C(=O)COC(=O)C2CC3CCCC(C2)C3=O)cc1[N+](=O)[O-] (configuration not stated)
 : 3.1 | 2.1 | 3.5 | 4.2 | 0.2 | 0.4 | 2.4 | -0.8 | 10.4 | -16.6
- COc1ccc(S(=O)(=O)n2[nH]c(=O)c(CCO)c2C)cc1
 : -5.4 | 7.5 | -0.5 | -2.0 | 0.1 | -1.1 | -2.5 | 2.6 | -1.5 | -7.0
- O=C(COC(=O)C1C2CC3OC(=O)C1C3C2)Nc1ccc(F)cc1 (configuration not stated)
 : 1.2 | -6.6 | 20.6 | -0.7 | -0.1 | 0.5 | 1.4 | -0.5 | 22.9 | 1.1
- Oc1ccc(C(=S)N2CCCCCC2)cc1
 : -2.9 | 4.2 | -1.0 | 4.4 | 0.4 | -1.6 | -0.6 | 7.7 | -7.6 | 2.2
- CC1CCCCN1C(=O)CSc1nnc(-c2cccs2)o1 (configuration not stated)
 : 3.8 | 0.9 | 10.9 | 3.4 | 0.0 | 1.7 | 4.1 | 1.4 | -7.9 | 6.8
- OC1(c2ccc3c(c2)OCO3)CCN(Cc2ccc(F)cc2)CC1
 : -1.9 | -5.6 | 12.2 | -0.3 | -0.3 | -3.6 | -1.5 | 3.8 | 8.9 | -1.1
- Cc1ccc(C2(c3ccc(C)cc3)CC2C(=O)NCc2cccnc2)cc1 (configuration not stated)
 : 1.6 | 5.3 | -20.6 | 5.9 | -1.0 | 0.8 | 4.2 | 0.7 | -9.5 | -13.0
- O=C(Nc1ccc(S(=O)(=O)N2CCCC2)cc1)C1CC(=O)N(c2ccccc2)C1 (configuration not stated)
 : -1.8 | 2.5 | -13.9 | -0.3 | -0.1 | -2.8 | -0.9 | 2.5 | -9.1 | -4.3
- Cc1ccc(N(C)S(=O)(=O)c2cccc(C(=O)OCC(=O)N3CCCC(C)C3)c2)cc1 (configuration not stated)
 : -7.0 | -3.7 | 0.5 | 1.8 | 0.5 | -8.6 | -4.3 | 0.5 | -2.8 | -4.6
- Cc1cc2nc3n(c2cc1C)CC1CC(C(=O)NCc2ccccc2)N(C)C31 (configuration not stated)
 : -8.4 | 6.4 | -19.4 | -3.5 | 0.6 | -0.6 | 1.5 | 2.8 | -3.9 | 2.1
- CC1(C)CC(NC(=O)Cc2ccccc2[N+](=O)[O-])CC(C)(C)N1
 : 2.9 | 2.8 | 1.5 | 3.1 | -0.4 | 2.9 | -2.6 | -0.1 | -1.9 | -7.2
- CCN(CC)C(=O)C(C)N(C#N)c1nc(C)cc(C)n1 (configuration not stated)
 : -5.3 | -1.2 | -0.9 | 7.1 | 0.1 | 8.1 | 0.6 | -3.5 | 3.3 | 3.0
- O=C(NCc1ccccc1F)C1CCCN1S(=O)(=O)c1ccc(F)cc1 (configuration not stated)
 : -5.0 | -2.1 | 3.7 | 0.8 | 0.6 | -3.1 | 2.6 | 0.1 | 15.8 | -1.5
- O=C(CN1C(=O)NC2(CCCCCC2)C1=O)NCc1cccs1
 : -0.3 | -0.6 | 0.1 | -0.1 | 0.2 | -0.9 | -2.1 | -5.3 | 5.1 | -3.8
- CCNC(=O)C1(C)CCN(Cc2ccccc2C#N)C1 (configuration not stated)
 : 4.2 | -5.3 | 6.0 | 1.0 | 0.7 | -1.0 | 2.1 | 4.6 | 6.4 | -3.9
- Cc1ccc(Cn2c(SCC(C)C)nc3c2c(=O)[nH]c(=O)n3C)cc1
 : 4.9 | -2.4 | -11.7 | 1.2 | 0.1 | -3.4 | 3.3 | -0.2 | 7.0 | -5.3
- Cc1ccc(-c2cc(-c3c(C)nn(C)c(=O)c3N)[nH]n2)cc1
 : -3.4 | -3.8 | -11.0 | -2.3 | 0.1 | -1.9 | -4.5 | -1.8 | 10.2 | 11.4
- CCC1(Cc2ccccc2)NC(=O)c2ccccc2O1 (configuration not stated)
 : -0.8 | 3.5 | -6.2 | 0.6 | -0.4 | 2.6 | 0.3 | -1.6 | -3.1 | -3.3
- O=C(NC(CSC(=O)c1ccccc1)C(=O)O)OCc1ccccc1 (configuration not stated)
 : -0.9 | -1.0 | 12.9 | -2.7 | 0.8 | -2.9 | 3.1 | -4.2 | 0.2 | 1.9
- COc1ccc(OCC(=O)NNC(=O)c2cccs2)cc1
 : -1.4 | -0.2 | -0.8 | -0.3 | -0.2 | -3.2 | -2.0 | 6.2 | 9.3 | 7.2

2 entries from above, in CSV form.
SMILES,ADAM10 inh,DDE Tn6 FP inh,ASAP1 inh,PLC-gamma1 inh,KLK7 zymogen act,ADAM17 inh,LEDGF integ inh,DDE Tn7 FP inh,TDP2 absorb,ARFGAP1 inhibitor
CC1(C)CC(NC(=O)Cc2ccccc2[N+](=O)[O-])CC(C)(C)N1,2.9,2.8,1.5,3.1,-0.4,2.9,-2.6,-0.1,-1.9,-7.2
CCN(CC)C(=O)C(C)N(C#N)c1nc(C)cc(C)n1 (configuration not stated),-5.3,-1.2,-0.9,7.1,0.1,8.1,0.6,-3.5,3.3,3.0

(next part)
Below each compound – ADAM10 inh | DDE Tn6 FP inh | ASAP1 inh | PLC-gamma1 inh | KLK7 zymogen act | ADAM17 inh | LEDGF integ inh | DDE Tn7 FP inh | TDP2 absorb | ARFGAP1 inhibitor
- CCN(CC(=O)Nc1ccccc1C(F)(F)F)C(=O)CCc1c(C)[nH]c(=O)c(C#N)c1C
 : -22.1 | 1.3 | 1.5 | -2.5 | 0.0 | -9.9 | -1.9 | -6.7 | 15.7 | -7.6
- CC(=O)CCn1cc([N+](=O)[O-])nc1C
 : 8.8 | -4.0 | -12.5 | 5.2 | -0.4 | 1.2 | -2.4 | -9.5 | -9.7 | 2.2
- C[C@H]1CN([C@@H](C)CO)S(=O)(=O)c2ccc(Br)cc2O[C@@H]1CN(C)S(=O)(=O)c1ccccc1
 : 4.5 | 5.2 | -1.1 | -3.0 | 1.1 | 1.9 | -3.0 | 1.3 | 4.3 | -8.4
- O=C(O)c1ccc(NC(=O)c2ccccc2NC(=O)c2cccc(F)c2)cc1
 : 1.3 | -6.3 | 3.7 | -1.0 | 0.2 | -3.6 | 1.7 | 4.1 | 12.5 | 6.0
- CCc1nnc(NC(=O)CCS(=O)(=O)c2ccccc2)s1
 : -3.0 | 1.1 | -5.6 | -0.4 | 0.2 | -1.4 | 1.3 | -0.6 | 9.1 | -1.5
- COCCNc1nc2nonc2nc1N1CCCC1c1nccs1 (configuration not stated)
 : -29.4 | -0.5 | -12.9 | -11.0 | 1.6 | -6.0 | -4.2 | 0.4 | 2.0 | 4.7
- Cc1ccccc1NS(=O)(=O)c1ccc(C(=O)NCCCN2CCOCC2)cc1
 : 12.8 | -3.8 | 3.8 | 4.4 | -0.1 | 3.0 | 0.9 | -13.9 | -22.9 | 14.0
- Cc1ccc(CSc2nccc(-c3c(C)nc4ccccn34)n2)cc1
 : -24.1 | -0.6 | -11.9 | -24.1 | -26.2 | -10.4 | -3.2 | 10.1 | 2.9 | 0.1
- COC(=O)CSc1nnc(CSc2nc(C)cc(C)n2)o1
 : -5.0 | 4.9 | 3.0 | -0.5 | 0.0 | -1.6 | -1.1 | -5.8 | 0.6 | 4.3
- CC(C)NC(=S)N1CCN(c2ncccn2)CC1
 : -4.0 | -1.8 | -5.7 | -1.0 | -0.2 | -2.0 | 1.6 | 2.6 | 0.1 | -1.7
- COc1ccc(CCn2c(SCCN3CCCCC3)nc3ccccc3c2=O)cc1OC
 : 5.2 | 2.1 | -20.9 | 5.7 | 0.7 | 3.3 | -1.5 | 1.4 | -7.4 | -8.8
- Cc1ccccc1-c1cnc(C(O)c2ccc(F)c(F)c2)[nH]1 (configuration not stated)
 : -6.5 | 3.5 | 10.0 | -2.6 | -0.7 | -2.1 | -1.2 | 6.3 | -3.4 | 4.7
- CCc1ccc2[nH]c(=O)c(CN(Cc3ccccc3)Cc3nnnn3Cc3ccco3)cc2c1
 : -10.1 | -5.3 | -13.3 | -21.2 | -0.7 | -0.6 | 1.9 | 4.4 | -12.3 | -6.3
- CCNC(=S)N1CCCCC1CO (configuration not stated)
 : -1.9 | -7.1 | -17.6 | -0.8 | -0.3 | -1.5 | 4.0 | 1.3 | -7.8 | 9.2
- CC(C)(CNC(=O)c1sc2cc(F)ccc2c1Cl)N1CCOCC1
 : 7.2 | 1.1 | 2.4 | -0.1 | -0.2 | -0.9 | -0.5 | 9.1 | 1.8 | 10.2

Assay outcomes (PubChem BioAssay)
